Assay outcomes deposited in PubChem by several laboratories.
bIAP inh: blocks bovine intestinal alkaline phosphatase activity; 190,000 tested, under 10 active; inhibition, % at 20 µM; purified bovine IAP, CDP-star luminescence, 30 min; AID 1019;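 active = over 50% inhibition of intestinal alkaline phosphatase at 20 µM in the single-dose screen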
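test system = bovine IAP enzyme | medium = DEA buffer 100 mM, pH 9.8, with MgCl2 1.0 mM, ZnCl2 0.02 mM | detection = luminescence | dosing = single compound dose of 20 µM, 2% DMSO final | incubation = 30 min reaction at room temperature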
STAT1 inh: reduces IFN-gamma driven STAT1 reporter signal. NIH 3T3 STAT1-luciferase reporter, luminescence. inhibition, % at 5.5 µM. AID 920. 200,000 compounds, 0.35% hits;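 active = inhibition above a set limit, the mean inhibition across all tested compounds plus 3 SD, cut at about 34% in these data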;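 note: 0% = IFN-gamma with DMSO and 100% = IFN-gamma with 300 µM nifuroxazide; values of inactives mirror those of a sister screen read the other way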
bIAP activator: intestinal alkaline phosphatase (bovine) activation | purified bovine IAP, CDP-star luminescence, 30 min; hits give high values; fold of DMSO-control signal, blank-subtracted | 200,000 compounds, 0.17% hits | activation factor at 20 µM;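 active = activation factor of 2 or more at 20 µM, a signal rise over negative controls twice the positive control's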
PPARg SRC-3 ag: agonists of human PPARgamma SRC-3 coactivator recruitment | activation, % at 8 µM | P37231 | biochemical PPARgamma/SRC-3 coactivator recruitment assay | 200,000 compounds, 0.26% hits | AID 731; in the data active = activation above about 23%;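 note: 0% = DMSO and 100% = reference agonist; some compounds past the cut are filed as inactive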
PPARg SRC2 recr: promotes SRC-2 coactivator recruitment by human PPARgamma. P37231. PPARgamma LBD-SRC-2 recruitment, biochemical. activation, % at 8 µM. 200,000 compounds, 0.34% hits. AID 1032; in the data active = activation above about 22%;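 note: 0% = vehicle and 100% = reference agonist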
STAT3 inh: reduces IL-6 driven STAT3 reporter signal; inhibition, % at 5.5 µM; 190,000 compounds, 0.89% hits; U3A cells, IL-6 STAT3-luciferase reporter, luminescence; host cell line lacks STAT1;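 active = inhibition above the mean inhibition across all screened compounds plus 3 SD, cut at about 44% in these data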;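 note: 0% = DMSO only wells and 100% = 100 µM nifuroxazide control wells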
ROMK primary: modulators of human ROMK potassium channel; B-score at 10 µM; P48048; Tet-inducible ROMK, thallium flux fluorescence; actives lie on both sides; 130,000 compounds, 2% hits; AID 1918;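 active = signal ratio slope over the read window, or its plate-corrected B-score, at least 3 SD from the plate mean, either direction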;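 note: B-score of the F/F0 ratio slope over 7 to 12 s after thallium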
Target sequence (P48048 whole entry, looked up): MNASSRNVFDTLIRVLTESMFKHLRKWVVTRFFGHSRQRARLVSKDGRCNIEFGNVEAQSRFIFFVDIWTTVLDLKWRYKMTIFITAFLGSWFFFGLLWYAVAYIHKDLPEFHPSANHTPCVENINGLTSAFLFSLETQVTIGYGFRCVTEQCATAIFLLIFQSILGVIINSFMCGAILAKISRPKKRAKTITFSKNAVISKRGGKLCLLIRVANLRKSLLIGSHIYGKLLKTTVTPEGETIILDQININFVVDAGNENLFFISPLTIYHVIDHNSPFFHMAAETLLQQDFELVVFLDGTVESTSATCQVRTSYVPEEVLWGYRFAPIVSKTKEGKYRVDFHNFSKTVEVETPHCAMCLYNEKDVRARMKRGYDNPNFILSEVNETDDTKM
TR-FRET SRC-2 ct: flags TR-FRET format artefacts in PPARgamma SRC-2 recruitment agonist screen; 200,000 compounds, 0.4% hits; TR-FRET ratio at 8 µM; TR-FRET artefact counter-screen; hits give high values; in the data active = TR-FRET ratio above about 2000; note: inactives centre near 1500
STAT3 activator: activators of IL-6 induced STAT3 signaling; activation (% of control), % at 5.6 µM; U3A cells, IL-6 STAT3-luciferase reporter, luminescence; 100% = signal with IL-6 EC80 alone; 190,000 compounds, 0.91% hits;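 active = activation above the screen-wide mean of compound activation plus 3 SD, cut at about 130% in these data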;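 note: 0% = background luminescence of wells with medium and substrate only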
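Test system: human U3A cells carrying STAT3-luciferase construct; control set: IL-6-only wells as 100% reference; timing: compound pre-incubation 1 h before IL-6, then 6 h stimulation at 37 °C; also added: IL-6 stimulus at 33 ng/mL final; evaluation: % activation versus median of IL-6-stimulated wells; detection: reporter luminescence signal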
PPARg SRC-1 ag: promotes SRC-1 coactivator recruitment by human PPARgamma; P37231; activation, % at 8 µM; 200,000 compounds, 0.41% hits; PPARgamma-SRC-1 coactivator recruitment biochemical assay; in the data active = activation above about 19%;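 note: 0% = DMSO and 100% = reference agonist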
TNAP act hiacc: increases human TNAP activity under high phosphate acceptor concentration. P05186. purified TNAP, CDP-star luminescence, 1 M DEA, 30 min; hits give high values; 0 = EDTA background, 1 = DMSO-only activity. activation factor at 20 µM. 200,000 tested, under 10 active. AID 1136;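 active = activation factor at least 2 at 20 µM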
Target sequence (P05186 whole entry, looked up): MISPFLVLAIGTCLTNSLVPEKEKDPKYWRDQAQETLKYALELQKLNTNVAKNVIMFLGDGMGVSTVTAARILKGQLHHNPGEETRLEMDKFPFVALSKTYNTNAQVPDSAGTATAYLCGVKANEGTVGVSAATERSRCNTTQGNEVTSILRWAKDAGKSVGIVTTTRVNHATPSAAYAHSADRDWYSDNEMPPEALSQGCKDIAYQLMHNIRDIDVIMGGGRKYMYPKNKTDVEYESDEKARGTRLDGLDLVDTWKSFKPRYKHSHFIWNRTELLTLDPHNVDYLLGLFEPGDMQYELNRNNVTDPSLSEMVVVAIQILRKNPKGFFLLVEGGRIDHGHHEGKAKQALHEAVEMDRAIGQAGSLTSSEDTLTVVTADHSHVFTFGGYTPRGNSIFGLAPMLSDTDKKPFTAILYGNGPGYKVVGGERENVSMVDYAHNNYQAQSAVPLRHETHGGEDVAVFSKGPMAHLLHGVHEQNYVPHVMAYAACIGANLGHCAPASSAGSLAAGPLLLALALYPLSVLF
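Measured by: Luminescent substrate turnover signal | Test system: Human TNAP | Input: TNAP 1/800 final | Dosing: 20 µM single point | Schedule: 30 min, room temperature | Controls: EDTA wells as negative control, DMSO wells as positive control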
Starred values were filed as active, the others as inactive; . = not tested or not shown.

SMILES	bIAP inh	STAT1 inh	bIAP activator	PPARg SRC-3 ag	PPARg SRC2 recr	STAT3 inh	ROMK primary	TR-FRET SRC-2 ct	STAT3 activator	PPARg SRC-1 ag	TNAP act hiacc
CC(C)(C)c1ccc(-c2noc(CCC(=O)N3CCOCC3)n2)cc1	-20	12	1.2	4	-1	51*	1.1	1597	61	-5	1.1
CC(=O)Nc1cccc(C(=O)OCC(=O)c2ccccc2Cl)c1	-6	-30	1.1	2	6	10	0.18	1614	96	2	1
Cn1c(=O)c2c(ncn2CC(COCc2ccc(Cl)cc2)OCc2ccc(Cl)cc2)n(C)c1=O (stereo unspecified)	-4	0	1	7	10	4	.	1636	98	6	1
Cc1ccccc1Nc1c(-c2cccnc2)nc2cccc(C)n12	-10	3	1.1	1	6	-5	-1.6	1466	104	-5	1
CC(=O)c1ccc(NC(=O)CC(NCCC2=CCCCC2)C(=O)O)cc1 (stereo unspecified)	2	9	1	7	3	20	0.059	1750	85	9	1
CCn1nnnc1SCC(=O)Nc1sc(C)c(C)c1C#N	21	4	0.8	0	0	0	0.25	1599	100	-5	1
NS(=O)(=O)c1ccc(NC(=O)COC(=O)COc2ccc3ccccc3c2)cc1	-4	10	1	6	7	-7	0.53	1839	109	4	1
C=CCSc1ncccc1C(=O)O	8	4	0.9	-6	9	3	0.92	1568	101	1	1
N#C/C(=C\Nc1ccc2cn[nH]c2c1)c1nc(-c2ccc(Cl)cc2)cs1	-7	8	1.1	-2	2	-56	-1.4	1435	148*	1	1
COc1ccc(C)cc1S(=O)(=O)n1nc(C)cc1C	-8	-6	1.1	-2	8	0	-0.73	1631	102	-2	1.1
CCOC(=O)c1cnn(CCOC(=O)c2cccs2)c1NC(=O)c1cccs1	3	-4	1	1	1	1	.	1503	104	2	1
NS(=O)(=O)c1ccc2nc(NC(=O)c3ccc(Br)o3)sc2c1	-12	-32	1.1	4	14	12	0.44	1751	94	8	1
O=C(COC(=O)c1oc2ccccc2c1CSc1ccc(Cl)cc1)NC1CCCC1	-25	13	1.3	3	8	14	1.1	1487	90	3	1
COc1ccc2nc(C)cc(SCC(=O)N/N=C/c3c(OC)ccc4ccccc34)c2c1	19	-3	0.8	-1	1	-6	1.1	1664	103	-5	1
CN(NS(C)(=O)=O)c1c(C#N)c(C(F)(F)F)nn1C	-5	5	1	-4	7	-6	0.1	1535	114	3	1
CCN(CC)c1ccc(C(=O)c2ccccc2C(=O)O)c(O)c1	8	-13	0.9	1	-5	5	0.45	1588	99	-1	1
CCCn1c(SCC(=O)NC2CCCCC2C)n[nH]c1=O (stereo unspecified)	1	-8	1	10	7	3	-0.039	1603	97	2	1.1
COc1cccc2cc(C(=O)c3ccc([N+](=O)[O-])cc3)oc12	-6	-41	1.1	1	-7	16	-0.54	1464	90	4	1
Cc1ccc(-n2nc(C)c(NS(=O)(=O)c3ccccc3)c2C)cc1C	6	-5	0.9	0	-2	4	.	1532	97	-1	1.1
CCCCN=C(C)c1c(O)c2ccccc2oc1=O	8	-23	0.9	7	-6	16	-1.3	1413	88	1	1
CCN1CCN(C(=O)c2ccccc2N(Cc2ccccc2)S(=O)(=O)c2ccc(C)cc2)CC1	-9	11	1.1	4	7	7	-1.8	1606	97	4	1
CCC(C)C(NC(=O)/C(=C\c1ccccc1)NC(=O)c1ccc(OC)cc1)C(=O)O (stereo unspecified)	-9	1	1.1	1	-2	2	0.047	1502	100	6	1
O=C1[C@@H]2[C@@H]3C[C@@H]([C@H]4ON=C(c5ccc(Cl)cc5)[C@@H]34)[C@@H]2C(=O)N1c1ccc2c(c1)OCO2	-2	-10	1	2	7	2	.	1606	100	2	1
CCOC(=O)C1CCCN(c2c(N3CCOCC3)c(=O)c2=O)C1 (stereo unspecified)	11	-5	0.9	2	-12	3	.	1463	105	-3	1.1
O=C(CCCCCn1c(=S)[nH]c2ccc(Br)cc2c1=O)NCC1CCCO1 (stereo unspecified)	8	0	0.9	9	8	4	-0.34	1573	101	-1	1
New compounds follow:
SMILES	bIAP inh	STAT1 inh	bIAP activator	PPARg SRC-3 ag	PPARg SRC2 recr	STAT3 inh	ROMK primary	TR-FRET SRC-2 ct	STAT3 activator	PPARg SRC-1 ag	TNAP act hiacc
O=C(CN1CCN(Cc2ccccc2Cl)C1=O)N1CCCCCC1	5	0	0.9	-7	-5	6	-0.088	1428	95	-3	1
CCc1nn2c(N3CCOCC3)cc(C)nc2c1-c1ccc(F)cc1	10	-4	0.9	-1	-6	-3	1.3	1527	106	-7	1
CC1(C)CC(NC(=O)C23CCC(C)(C(=O)C2=O)C3(C)C)CC(C)(C)N1 (stereo unspecified)	0	-2	1	3	3	8	-0.67	1598	99	-3	1
COc1ccc(CCN2C(=O)CC(Sc3ncccc3C(=O)O)C2=O)cc1OC (stereo unspecified)	2	5	1	6	2	0	0.27	1482	103	-1	1
O=C1c2ccccc2C(=O)N1CC1c2ccccc2CCN1S(=O)(=O)c1cnc[nH]1 (stereo unspecified)	3	10	1	-1	6	14	.	1590	93	5	0.9
Cc1nc(NC2=NCN(CCc3ccccc3)CN2)nc2c(C)cccc12	.	-2	.	6	2	-67	.	1630	158*	-2	.
COCCNC(=O)C(OC(=O)C1=Cc2ccccc2OC1)C(C)C (stereo unspecified)	-2	-4	1	1	-2	2	0.34	1337	102	-2	1
O=C(Nc1ccc2c(c1)OCCO2)c1ccncc1	16	-19	0.8	-3	-1	-9	.	1543	108	4	1.1
Cc1c(Cl)cccc1N(Cc1ccc(C(=O)O)cc1)S(=O)(=O)c1ccccc1	6	11	0.9	0	-2	0	-0.61	1640	104	8	1
COc1ccc(Cc2nnc(NC(=O)c3ccc(OC)c(OC)c3)s2)cc1OC	-1	10	1	1	8	11	-0.74	1680	95	-2	1
COc1ccccc1-c1ccc(SCC(=O)NCc2ccc3c(c2)OCO3)nn1	-4	4	1	0	-11	16	-2.1	1398	95	-2	1
Cc1nn(C)c(C)c1/C=N/NC(=O)CCn1cc([N+](=O)[O-])cn1	-4	7	1	6	12	3	0.11	1624	98	-1	1
CCCCN1C(=O)CCC(C(=O)O)C1c1ccc(OC)cc1 (stereo unspecified)	-2	-7	1	0	-2	-3	-0.058	1629	106	0	1
COc1cccc(NC(=S)N(CCN(C)C)Cc2cccs2)c1	2	-8	1	-1	6	-2	-0.51	1508	103	4	1
O=C(Cc1ccccc1)Nc1cccc(-c2nc3ncccc3o2)c1	0	5	1	6	-1	25	0.015	1505	82	-5	1
CN(C)CC/C=C1\c2cc(F)ccc2CSc2ccccc21	12	8	0.9	-1	-7	0	-3.2*	1476	98	-4	1
Cc1ccc(NC(=O)CCC(=O)O)cc1F	11	4	0.9	5	3	-3	.	1769	106	-1	1
COc1ccc(OC)c(N(CC(=O)N2CCCC2)S(=O)(=O)c2ccc(OC)c(OC)c2)c1	-6	-3	1.1	2	-4	4	.	1696	99	1	1
COc1ccc(OC)c(C2NC(=O)c3sc(=S)n(-c4ccccc4)c3N2)c1 (stereo unspecified)	6	0	0.9	-3	5	-4	1.1	1585	106	-2	1
Cc1cccc(NC2=C(NCCO)C(=O)c3ccccc3C2=O)c1	12	7	0.9	8	4	-24	-0.96	1592	121	10	0.9
N#Cc1cccc(C(c2nnnn2Cc2ccccc2)N2CCCC2)c1 (stereo unspecified)	2	-1	1	2	-2	13	.	1634	94	6	1.1
O=C(CSc1ccc(-c2ccccc2)nn1)N1CCCc2ccccc21	16	-12	0.8	-6	-2	5	.	1498	98	5	1
Cc1cccc(C=Nc2ccc3c4c(cccc24)CC3)c1O	11	15	0.9	10	10	-8	.	1926	105	12	0.9
CN(C)CCCNC(=O)c1cc(C(=O)C2CCCCC2)c[nH]1	-2	-3	1	1	9	-8	-0.053	1458	106	0	1
O=C(Nc1ccc(Cl)cc1)c1csc(-c2ccncc2)n1	5	-11	0.9	-1	-5	3	0.71	1263	101	-3	1.1
Continuation:
SMILES	bIAP inh	STAT1 inh	bIAP activator	PPARg SRC-3 ag	PPARg SRC2 recr	STAT3 inh	ROMK primary	TR-FRET SRC-2 ct	STAT3 activator	PPARg SRC-1 ag	TNAP act hiacc
COc1ccc(Cn2c(SCc3cc(C)ccc3C)nc3cc(OC)c(OC)cc3c2=N)cc1	-10	-3	1.1	11	18	26	.	1567	86	12	1
CCOc1ccc(CNC(=O)CCCOc2cc(=O)n(C)c3ccccc23)cc1	-17	6	1.2	8	0	9	.	1608	93	3	1
CCN(CC)C(=O)Oc1c(Cl)cc(Cl)c2cccnc12	-4	11	1	-2	-1	6	-0.56	1548	98	-7	1
CCN(CC)CCOc1ccc2c(c1)C(=NO)c1cc(OCCN(CC)CC)ccc1-2	10	1	0.9	8	14	-20	.	1540	121	5	1
CCN1C=C(Cc2cccs2)C2=C(C1)C(c1cccs1)C(C#N)=C(N)O2 (stereo unspecified)	5	4	1	14	5	8	-1.5	1721	95	14	1
S=c1sc(SCCOc2ccccc2)nn1-c1ccccc1	0	-8	1	2	4	4	-0.18	1637	97	-3	1
O=C(O)C1OC2OC3(CCCCC3)OC2C2OC3(CCCCC3)OC12 (stereo unspecified)	2	5	1	-6	-7	4	.	1495	99	-5	1.1
COC(CNC(=O)c1cc(Sc2nnc(C)s2)nc2ccccc12)OC	-31	-3	1.3	0	-10	-9	.	1410	108	-3	1
CCN(CC)S(=O)(=O)c1ccc(S(=O)(=O)N2CCCC2C(=O)O)cc1 (stereo unspecified)	0	-1	1	-9	-5	7	0.28	1537	99	5	1.1
Cc1ccc(N2CCN(c3ccc(C)cc3)C(CC(=O)O)C2=O)cc1 (stereo unspecified)	7	-6	0.9	-1	-4	2	0.69	1486	101	-5	1
CCC(=O)Nc1sc(C(=O)OC)c(C)c1C(=O)OC	25	-5	0.8	-1	4	11	.	1455	96	1	1
Fc1cc(F)c2nc(N3CCOCC3)sc2c1	8	-24	0.9	1	2	2	.	1687	94	6	1
CCOc1ccc(C(=O)NCC(=O)OCC(=O)N2CCC(C)CC2)cc1	11	0	0.9	5	2	-2	0.04	1541	103	-1	1.1

Gathered by group, those above with bromine (two)
SMILES	bIAP inh	STAT1 inh	bIAP activator	PPARg SRC-3 ag	PPARg SRC2 recr	STAT3 inh	ROMK primary	TR-FRET SRC-2 ct	STAT3 activator	PPARg SRC-1 ag	TNAP act hiacc
NS(=O)(=O)c1ccc2nc(NC(=O)c3ccc(Br)o3)sc2c1	-12	-32	1.1	4	14	12	0.44	1751	94	8	1
O=C(CCCCCn1c(=S)[nH]c2ccc(Br)cc2c1=O)NCC1CCCO1 (stereo unspecified)	8	0	0.9	9	8	4	-0.34	1573	101	-1	1
